# Assay outcomes deposited in PubChem by National Center for Advancing Translational Sciences (NCATS).
# EPAC1 ag: qHTS for Agonist of cAMP-regulated guanine nucleotide exchange factor 3 (EPAC1): primary screen; Rap guanine nucleotide exchange factor 3 (Homo sapiens), O95398; Potency, µM (series often up to 154 µM), without a hit: at the highest dose activation, hits mostly activators; 360,000 compounds, 0.073% hits; EPAC1 agonist qHTS, biochemical assay; response scale: 100% = response to 6.5 mM cAMP; also: potency is read from the fitted curve at half-maximal effect; nearly all actives have a fitted effect of over 60% in size
# Target sequence (O95398 whole entry, looked up): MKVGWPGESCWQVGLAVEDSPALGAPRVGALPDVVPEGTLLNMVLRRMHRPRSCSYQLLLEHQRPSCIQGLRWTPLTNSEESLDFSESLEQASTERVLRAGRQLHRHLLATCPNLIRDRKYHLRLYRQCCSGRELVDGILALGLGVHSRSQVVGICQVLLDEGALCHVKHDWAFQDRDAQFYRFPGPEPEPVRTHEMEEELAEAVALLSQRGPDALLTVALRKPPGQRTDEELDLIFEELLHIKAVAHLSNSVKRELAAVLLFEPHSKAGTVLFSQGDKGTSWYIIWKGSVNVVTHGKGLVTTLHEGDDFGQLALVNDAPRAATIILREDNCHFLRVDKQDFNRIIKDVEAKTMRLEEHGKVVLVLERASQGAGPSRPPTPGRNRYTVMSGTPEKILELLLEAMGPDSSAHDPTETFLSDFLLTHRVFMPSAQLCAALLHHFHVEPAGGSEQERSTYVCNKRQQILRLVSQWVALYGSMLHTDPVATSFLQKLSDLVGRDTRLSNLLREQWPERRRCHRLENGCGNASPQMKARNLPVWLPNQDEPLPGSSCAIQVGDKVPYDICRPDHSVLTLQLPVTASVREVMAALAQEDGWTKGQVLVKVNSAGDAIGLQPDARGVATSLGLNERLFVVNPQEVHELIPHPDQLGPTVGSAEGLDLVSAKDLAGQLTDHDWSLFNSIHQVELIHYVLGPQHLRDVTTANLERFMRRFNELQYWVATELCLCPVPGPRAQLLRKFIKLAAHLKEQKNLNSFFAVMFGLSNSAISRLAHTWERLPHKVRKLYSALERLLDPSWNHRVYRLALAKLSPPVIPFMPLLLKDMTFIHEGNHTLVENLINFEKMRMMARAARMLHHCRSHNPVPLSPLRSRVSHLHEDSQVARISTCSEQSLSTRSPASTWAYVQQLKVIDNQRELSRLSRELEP
#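 Read-out is the fluorescence drop as BODIPY-GDP leaves Rap1B (480 nm excitation, 540 nm emission), recorded every 5 minutes over 30 minutes. Reactions held 100 nM EPAC1, 250 nM Rap1B–BODIPY-GDP and 50 uM GDP, with 6.5 mM cAMP setting full activation.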
# EPAC1 antag: qHTS for Antagonist of cAMP-regulated guanine nucleotide exchange factor 3 (EPAC1): primary screen; Rap guanine nucleotide exchange factor 3 (Homo sapiens), O95398; EPAC1 GEF assay, Rap1b-BODIPY-GDP exchange fluorescence; Potency, µM (top dose mostly 115 µM), for the others: at the top dose activity change, negative = inhibition, actives largely listed as inhibitors; 360,000 compounds, 0.14% hits;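 also: potency is read from the fitted curve at half-maximal effect; plate controls were vehicle for no effect and positive control for full effect; nearly all actives have a fitted effect of over 50% in size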
# PI5P4K alpha inh: qHTS for Inhibitors of phosphatidylinositol 5-phosphate 4-kinase (PI5P4K) | Phosphatidylinositol 5-phosphate 4-kinase type-2 alpha (Homo sapiens), P48426 | 330,000 compounds, 1.2% hits | max response, % | PI5P4Kalpha enzyme, ADP-Glo luminescence, 60 min; stronger effect = lower value; active = max response of -50% or lower; inconclusive = between -30% and -50%; inactive = -30% or higher; also: value at the top dose of about 77 µM; % is scaled to controls: 0 for no effect and ±100 for the full control effect
#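 Controls without substrate or without enzyme flank wells where PI5P4Kalpha converts substrate using 5 microM ATP (final). Incubation lasts 60 minutes at room temperature; ADP formed is read by ADP-Glo luminescence.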
# Abeta yeast res: qHTS for compounds that reverse cellular toxicity of Amyloid beta (A-beta) peptide in yeast: Primary Screen. yeast expressing A-beta42, growth rescue, OD600, 48 h; response scale: 0% DMSO, 100% iron-clioquinol control. Potency, µM (top dose mostly 46.1 µM), for the others: top-dose growth rescue, usual class: activators. 410,000 compounds, 0.063% hits. AID 1347071, 2019; also: potency is read from the fitted curve at half-maximal effect; nearly all actives have a fitted effect of over 55% in size
#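 Yeast A-beta toxicity model in growth medium with pinned compounds, 48 h at 30 C; growth read as absorbance at 600 nm. Normalized to FeCl3/clioquinol equimolar mix (positive) and DMSO (negative).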
# IL2 activator: qHTS of IL-2 Activators; IL-2 activation reporter assay, cell-based qHTS; stimulated with anti-CD3/CD4/CD28 beads; in transgenic mouse T cells; AID 652025, 2013; activation, % (series mostly up to about 46 µM); 360,000 compounds, 0.065% hits; in the data active = activation above about 50%; inconclusive = mostly about 30% to 49%; also: 0% is about no effect
#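 Readout: EGFP and DsRed signals by fluorescent plate cytometry. Unstimulated transgenic mouse T cells received compound 60 min before antibody-bead stimulation, then incubated 18 h at 37 degrees C.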
# PLK1 PBD block: qHTS for Inhibitors of PLK1-PDB (polo-like kinase 1 - polo-box domain): Primary Screen; AID 720504, 2013; Plk1 PBD binding of FITC phosphopeptide, fluorescence polarization; Potency, µM, for inactives: max response, negative = inhibition, usual class: inhibitors; 360,000 compounds, 2.8% hits; Serine/threonine-protein kinase PLK1 (Homo sapiens), P53350; also: potency is read from the fitted curve at half-maximal effect; series mostly up to about 57 µM; % is scaled to controls: 0 for no effect and ±100 for the full control effect; nearly all actives have a fitted effect of over 65% in size
# FUS yeast rescue: qHTS for Suppressors of FUS Proteinopathy: Primary screen using FUS-linked yeast assay | 390,000 compounds, 0.24% hits | Potency, µM (highest dose often 76.6 µM), for inactives: at the highest dose growth rescue (activation), most hits filed as activators | S. cerevisiae FUS-expressing, growth rescue, OD600, 24 h;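 also: potency is read from the fitted curve at half-maximal effect; plate controls were DMSO vehicle for no effect and reference control for full effect; nearly all actives have a fitted effect of over 55% in size; some results filed as inactive show a strong effect at the top dose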
#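 Cultures pregrown in 2.5% raffinose medium are shifted to minimal medium containing 2% galactose to express toxic FUS. Compounds are tested at several concentrations. After 24hr at 30C, growth is quantified at 600 nm absorbance.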
# WRN inhibitor: qHTS for Inhibitors of WRN Helicase; Potency, µM (highest dose often 114 µM), for inactives: at the highest dose activity change, negative = inhibition, actives largely listed as inhibitors; 360,000 compounds, 0.46% hits; WRN helicase unwinding, fluorescent forked duplex, kinetic; AID 651768, 2012; also: potency is read from the fitted curve at half-maximal effect; % is scaled to controls: 0 for no effect and ±100 for the full control effect; nearly all actives have a fitted effect of over 55% in size
#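 Screening of the MLSMR collection measured strand separation of a quenched forked DNA duplex (100 nM) by 20 nM WRN with 2 mM ATP, all final. Compounds were preincubated with enzyme 15 min at room temperature.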
# The depositor's hits bear a star; ? = inconclusive; . = no result given; & = joins results of further samples; [ ] = dose if it differs, or a comment. Unless noted, calls follow the shape of the dose curve; as a rule, active = well fitted curve in the direction sought with a large enough effect; inconclusive = small, poorly fitted or top-dose-only effect, or another doubt; inactive = no such curve, though single readings can be large; an effect the other way counts as inactive or inconclusive.
1: Cc1ccc(OCC(=O)O/N=C(\N)c2ccncc2)cc1C
2: O=C(O)CSc1nnc(-c2ccccc2Br)n1-c1cccc(C(F)(F)F)c1
3: CCn1c(C(=O)O)c(S(=O)(=O)c2ccc(Cl)cc2)c2ccccc21
4: S=c1[nH]nc(-c2ccco2)n1/N=C/C(Cl)=C/c1ccccc1
5: CCOC(=O)C1(Cc2cccc(OC)c2)CCN(Cc2cccc3cnccc23)CC1
6: O=C(/C=C/c1ccc(Cl)c(Cl)c1)N1CCc2ccccc21
7: O=C1NC(Cc2ccccc2)c2nc3ccccc3c(=O)n2-c2cc3ccccc3cc21 (stereo unspecified)
8: Cc1cc2c(sc3c(C)ccc(C)c32)c(C)n1
9: Cc1cccc(C(=O)Nc2ccc(C(=O)/C=C/c3ccncc3)cc2)c1
10: CCCS(=O)(=O)N1CCC(C(=O)NCCc2ccccc2)CC1

Compound,1,2,3,4,5,6,7,8,9,10
EPAC1 ag,7%,-2%,2%,-2%,10%,-6%,-5%,5%,12%,-1%
EPAC1 antag,6%,6%,-25%,-28%,-8%,8%,-14%,6%,-22%,6%
PI5P4K alpha inh,0,2,1,-8,2,0,-3,34,-4,-4
Abeta yeast res,12%,4%,14%,?,-11%,10%,-7%,-31%[inhibitor],-5%,-3%
IL2 activator,-2.5,-0.7,1.7,-2.6,-0.8,-1.7,-1.7,-3.6,-5.5,-0.1
PLK1 PBD block,-1%,2%,2%,?,-13%,-2%,-8%,-12%,-13%,-4%
FUS yeast rescue,13%,-25%,1%,12%,-4%,-12%,?,1%,35%,2%
WRN inhibitor,-4%,-2%,3%,-18%,-10%,-2%,-10%,4%,-36%,4%

11: N#CCCN(Cc1cccnc1)C(=S)Nc1ccccc1Cl
12: O=C(CN1CCC(NC(=O)c2ccccc2Cl)CC1)NCc1ccco1
13: O=C(O)c1ccc(CNCc2c(Cl)cccc2Cl)cc1
14: CCOC(=O)/C=C/C(=O)OCC(=O)Nc1ccc([N+](=O)[O-])cc1
15: Cc1ccccc1S(=O)(=O)Oc1ccc2ccc(O)cc2c1
16: Cc1cc(NC2CCCCC2)n2c(n1)nc1ccccc12
17: COc1ccc(OC)c(CN2C(=O)CSCC2(C)C(=O)NCc2ccccc2)c1 (stereo unspecified)
18: O=C1COc2ccc(C(=O)COc3ccc(Cl)cc3Br)cc2N1
19: Cc1nn(C)cc1S(=O)(=O)N1CCN(Cc2ccc(F)cc2Cl)CC1
20: COc1cc(/C=C/C(=O)O)cc(S(=O)(=O)N2CCc3ccccc3C2)c1OC

Compound,11,12,13,14,15,16,17,18,19,20
EPAC1 ag,3%,-10%,10%,2%,20%,3%,-6%,5%,2%,-1%
EPAC1 antag,-4%,-8%,0%,-18%,-4%,-17%,-17%,8%,-8%,7%
PI5P4K alpha inh,1,-2,.,0,-11,0,5,-9,-4,-11
Abeta yeast res,-7%,9%,1%,.,-46%[inhibitor],-7%,-8%,14%,-9%,7%
IL2 activator,0.8,0.3,-2.0,1.0,1.4,0.9,0.4,-5.5,0.3,-4.7
PLK1 PBD block,-15%,-4%,-3%,-27%,-11%,-1%,-1%,2%,?,2%
FUS yeast rescue,14%,-24%,25%,-15%,-12%,-31%,13%,-3%,15%,-9%
WRN inhibitor,-1%,-1%,2%,?,-12%,1%,-6%,-1%,-21%,-1%

21: NC(=O)C1CCCN(C(=O)c2ccc(Cl)c(S(=O)(=O)N3CCc4ccccc43)c2)C1 (stereo unspecified)
22: CC(=O)C1=CCC(c2ccccc2)N(S(=O)(=O)c2ccccc2)C1 (stereo unspecified)
23: O=S(=O)(c1ccc(F)c(F)c1)N1CCN(S(=O)(=O)c2cccs2)CC1
24: Cc1cc2ncn(C3CC(=O)N(C)C3=O)c2cc1C (stereo unspecified)
25: O=C(N/N=C1\C(=O)c2cccc3cccc1c23)c1ccc(O)cc1
26: COc1ccc(N(C)C(=O)C2CCCN2S(=O)(=O)c2cccc3nsnc23)c(OC)c1 (stereo unspecified)
27: CCN1CCN(CCNC(=O)CCc2c(C)c3c(C)nn(-c4ccccc4)c3n(C)c2=O)CC1
28: C[C@H](CO)N1C[C@H](C)[C@@H](CN(C)C(=O)CN2CCOCC2)Oc2ncc(-c3cncnc3)cc2C1=O
29: CCOc1ccc(N(CC(=O)NCc2ccccc2)S(=O)(=O)c2c(C)noc2C)cc1
30: COc1ccccc1NC(=O)Cc1coc2cc(C)ccc12

Compound,21,22,23,24,25,26,27,28,29,30
EPAC1 ag,5%,-1%&0%,13%,5%,3%,-12%,12%,13%,-5%,7%
EPAC1 antag,-4%,?,-2%,-8%,-23%,13%,-17%,-26%,-1%,0%
PI5P4K alpha inh,-27,2&-4,-7,-1,-22,-9,7,-5,0,-7
Abeta yeast res,-3%,0%&-1%,3%,-7%,2%,-5%,-12%,-8%,5%,16%
IL2 activator,-3.9,-0.7&0.5,1.6,-0.4,-0.6,0.1,-3.5,-3.2,0.6,1.4
PLK1 PBD block,-13%,-10%&6%,-2%,-7%,-19%,-5%,-9%,-6%,-12%,2%
FUS yeast rescue,5%,2%&15%,3%,-1%,13%,11%,1%,-23%,3%,12%
WRN inhibitor,7%,-6%&-10%,-5%,12%,-20%,-3%,1%,-2%,-4%,2%

31: CCCCn1c(SCC(=O)Nc2ccc(C)c(S(=O)(=O)N3CCOCC3)c2)nnc1C(CC)N(C)C (stereo unspecified)
32: COc1ccc(NC(=O)CCC(=O)OCc2ccc([N+](=O)[O-])cc2)cc1
33: Cc1ccc(-c2nc(C3CCN(S(=O)(=O)c4ccc(C(F)(F)F)cc4)CC3)no2)cc1
34: COc1ccc(C2NC(=O)NC3=C2C(=O)CCC3)cc1 (stereo unspecified)
35: COCCNC(=O)CCCN1C(=O)c2ccccc2Sc2ncccc21
36: CC(=O)c1ccc(NC(=S)NC(=O)/C=C/c2ccco2)cc1
37: Cc1cccc(CCNC(=O)CN(C)S(=O)(=O)c2ccc3c(c2)c(=O)n(C)c(=O)n3C)c1
38: O=S(=O)(Nc1nc2ccccc2nc1NCC1CCCO1)c1ccccc1 (stereo unspecified)
39: COC(=O)c1cc(Br)c(=O)n(Cc2cccnc2)c1
40: Cc1ccc(C(C)C)c(OCC(=O)N/N=C/c2ccc(S(=O)(=O)O)o2)c1

Compound,31,32,33,34,35,36,37,38,39,40
EPAC1 ag,-5%,2%,0%,6%,-4%,-9%,10%,3%,7%,5%
EPAC1 antag,-6%,-23%,-15%,-8%,8%,2%,-7%,-13%,3%,-6%
PI5P4K alpha inh,4,4,7,-13,-12,-10,3,-5,5,-4
Abeta yeast res,-9%,1%,5%,-4%,-5%&-1%,-26%,3%,-8%,-9%,2%
IL2 activator,-0.5,-0.9,-0.3,2.5,-2.5,0.2,2.0,-3.1,-0.3,0.8
PLK1 PBD block,-10%,?,-1%,-7%,1%,0%,-8%,-10%,-8%,-12%
FUS yeast rescue,30%,-11%,-8%,-20%,-2%&-11%,8%,-7%,30%,13%,14%
WRN inhibitor,-7%,-4%,-4%,4%,2%,-17%,0%,-9%,7%,-6%

41: O=C(O)CCCCCNC(=O)c1ccccc1Br
42: O=C1NCCN1CCNS(=O)(=O)c1ccccc1[N+](=O)[O-]
43: O=C(COC(=O)/C=C/c1cccc(F)c1)Nc1ccc2[nH]c(=O)[nH]c2c1
44: CC(C)(C)c1ccc(OCCCC(=O)N2CCOCC2)cc1
45: CC1=C(C#N)C2C(/C1=N/O)C2(C)C (stereo unspecified)
46: CC(NCCc1ccc(S(N)(=O)=O)cc1)C(=O)NCc1ccccc1 (stereo unspecified)

Compound,41,42,43,44,45,46
EPAC1 ag,7%,6%,-15%,2%,4%,0%
EPAC1 antag,-5%,-32%,-21%,-6%,-9%,-5%
PI5P4K alpha inh,.,2,-7,0,.,0
Abeta yeast res,-26%,-3%,-2%,-14%,-6%,2%
IL2 activator,0.9,-1.1,2.9,0.5,1.1,-1.3
PLK1 PBD block,-9%,?,6%,-8%,-4%,-1%
FUS yeast rescue,30%,27%,14%,8%,-4%,7%
WRN inhibitor,-5%,-17%,3%,4%,-17%,-1%

# Arranged by SMILES length (rising): some entries from above
41: O=C(O)CCCCCNC(=O)c1ccccc1Br
45: CC1=C(C#N)C2C(/C1=N/O)C2(C)C (stereo unspecified)
39: COC(=O)c1cc(Br)c(=O)n(Cc2cccnc2)c1
44: CC(C)(C)c1ccc(OCCCC(=O)N2CCOCC2)cc1
42: O=C1NCCN1CCNS(=O)(=O)c1ccccc1[N+](=O)[O-]
40: Cc1ccc(C(C)C)c(OCC(=O)N/N=C/c2ccc(S(=O)(=O)O)o2)c1
43: O=C(COC(=O)/C=C/c1cccc(F)c1)Nc1ccc2[nH]c(=O)[nH]c2c1

Compound,41,45,39,44,42,40,43
EPAC1 ag,7%,4%,7%,2%,6%,5%,-15%
EPAC1 antag,-5%,-9%,3%,-6%,-32%,-6%,-21%
PI5P4K alpha inh,.,.,5,0,2,-4,-7
Abeta yeast res,-26%,-6%,-9%,-14%,-3%,2%,-2%
IL2 activator,0.9,1.1,-0.3,0.5,-1.1,0.8,2.9
PLK1 PBD block,-9%,-4%,-8%,-8%,?,-12%,6%
FUS yeast rescue,30%,-4%,13%,8%,27%,14%,14%
WRN inhibitor,-5%,-17%,7%,4%,-17%,-6%,3%
